High-throughput results deposited in PubChem by several laboratories.
ZTA counter: blocks Epstein-Barr virus ZTA, an EBNA-1 counter-screen. ZTA-DNA binding, fluorescence polarization. inhibition, % at 11 µM. P03206. 320,000 compounds, 0.15% hits; in the data active = inhibition above about 33%
Target sequence (P03206 whole entry, looked up): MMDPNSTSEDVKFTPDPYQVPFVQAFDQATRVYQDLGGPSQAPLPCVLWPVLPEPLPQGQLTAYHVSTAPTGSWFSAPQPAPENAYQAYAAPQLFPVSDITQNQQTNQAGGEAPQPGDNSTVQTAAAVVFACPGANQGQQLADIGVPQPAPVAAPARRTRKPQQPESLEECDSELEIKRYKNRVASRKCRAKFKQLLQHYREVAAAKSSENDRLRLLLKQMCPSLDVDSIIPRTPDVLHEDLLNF
GLD-1 TGE inh: GLD-1/TGE RNA complex disruptors, primary screen, biochemical, fluorescence polarization. Female germline-specific tumor suppressor gld-1 (Caenorhabditis elegans), Q17339. purified GLD-1 + fluorescein TGE RNA. inhibition, % at 5.96 µM. 320,000 compounds, 0.44% hits;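 active = percent inhibition above a per-plate cutoff, the plate mean of test compounds plus 3 SD, cut at about 30% in these data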;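 note: 0% = DMSO wells with GLD-1 and probe and 100% = wells lacking GLD-1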
BCLXL inh: inhibitors of human Bcl-xL, primary screen, biochemical, fluorescence polarization, HTS. Bcl-2-like protein 1 (Homo sapiens), Q07817. 320,000 compounds, 0.7% hits. GST-Bcl-xL / FITC-Bim BH3 peptide fluorescence polarization. inhibition, % at 10.9 µM. AID 2129, 2009;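 active = inhibition above the mean of all tested compounds plus 3 SD, cutoff set per campaign, cut at about 30% in these data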;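 note: 0% = DMSO wells and 100% = unlabeled Bim-BH3 peptide competitor; inhibitors lower millipolarization by displacing the labeled peptide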
Target sequence (Q07817 whole entry, looked up): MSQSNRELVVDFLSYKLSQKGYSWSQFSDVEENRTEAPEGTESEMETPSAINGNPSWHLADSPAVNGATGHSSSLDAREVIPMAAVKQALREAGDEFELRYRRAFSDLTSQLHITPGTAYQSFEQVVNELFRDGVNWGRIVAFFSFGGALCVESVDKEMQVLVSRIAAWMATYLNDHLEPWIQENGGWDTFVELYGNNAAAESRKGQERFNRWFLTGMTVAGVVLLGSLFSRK
MCL1-BIM inh: inhibitors of MCL1 binding to BIM-BH3, primary screen, biochemical, fluorescence polarization; Induced myeloid leukemia cell differentiation protein Mcl-1 (Homo sapiens), Q07820; GST-MCL1 / FITC-Bim-BH3 fluorescence polarization; inhibition, % at 10.9 µM; 320,000 compounds, 0.68% hits;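 active = inhibition above the mean inhibition of all tested compounds plus 3 SD, set per campaign, cut at about 40% in these data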;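 note: 0% = DMSO wells and 100% = unlabeled Bim-BH3 peptide control; higher means more loss of mP so more displacement of Bim peptide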
MEX-5 binding: MEX-5 zinc finger RNA-binding disruptors – biochemical, C. elegans, fluorescence polarization, MLPCN library, primary screen; 300,000 compounds, 0.38% hits; AID 1832, 2009; activity score (negative = inhibition of binding), % at 10 µM; MEX-5/FITC-TCR2 RNA binding; stronger effect = lower value; Zinc finger protein mex-5 (Caenorhabditis elegans), Q9XUB2;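 active = inhibition past about -25% in most replicates, and total fluorescence under double the plate's negative control median, limit read from the data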;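 note: 0% = DMSO and -100% = 5 µM competing unlabeled TCR2 RNA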
Target sequence (Q9XUB2 whole entry, looked up): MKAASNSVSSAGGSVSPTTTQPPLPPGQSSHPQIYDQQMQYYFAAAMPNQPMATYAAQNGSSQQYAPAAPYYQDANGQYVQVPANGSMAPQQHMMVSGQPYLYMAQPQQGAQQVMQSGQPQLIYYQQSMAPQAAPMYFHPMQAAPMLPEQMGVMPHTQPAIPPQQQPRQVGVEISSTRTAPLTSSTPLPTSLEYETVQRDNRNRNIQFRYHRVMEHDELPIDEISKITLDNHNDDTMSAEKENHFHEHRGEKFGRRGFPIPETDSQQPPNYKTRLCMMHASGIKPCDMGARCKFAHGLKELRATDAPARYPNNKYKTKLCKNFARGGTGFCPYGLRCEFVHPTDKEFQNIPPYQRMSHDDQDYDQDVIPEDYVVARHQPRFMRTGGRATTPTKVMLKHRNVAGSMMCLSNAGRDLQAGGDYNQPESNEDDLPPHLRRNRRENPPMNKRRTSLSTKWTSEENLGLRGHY
Yeast superoxide: reduction of superoxide in aged yeast, primary screen, HTS | S. cerevisiae aged cells, superoxide DHE fluorescence; stronger effect = lower value | superoxide response (% of plate mean), % at 10 µM | 330,000 compounds, 0.18% hits | AID 2690, 2010;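 active = superoxide response under a set limit, about three screen SD below normal, cut at about 65% in these data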;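 note: yeast aged for seven days with compound at 30 °C before DHE staining; 100% = average MFI of all compound-treated wells on the plate with controls excluded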
Efflux pump inh: inhibitors of Candida efflux pumps in yeast, primary screen, S. cerevisiae, Nile Red, multiplex; S. cerevisiae Candida pump triplex; inhibition, % at 10 µM; 330,000 compounds, 0.44% hits; AID 485275, 2010;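 active = plate passing quality check with inhibition over a set limit, or well fluorescence over plate mean plus 4 SD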;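 note: Nile Red retained in pooled yeast measured as flow cytometry median fluorescence; 0% = buffer negative control and 100% = Enniatin B positive control; higher means more Nile Red kept so more efflux inhibition; some compounds called inactive have numbers as strong as hits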
EBNA-1 inh: EBNA-1 DNA-binding inhibitors, primary screen, biochemical, fluorescence polarization; inhibition, % at 14.8 µM; 300,000 compounds, 0.34% hits; AID 1950, 2009; in the data active = inhibition above about 28%
Fam108B counter: mouse Fam108B serine hydrolase inhibitors, primary screen, counter-screen for RBBP9 inhibitor project, biochemical, fluorescence polarization; inhibition, % at 9.51 µM; 300,000 compounds, 0.33% hits; AID 1947, 2009; recombinant Fam108B, FP-Rh probe fluorescence polarization;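 active = inhibition above the screen mean inhibition plus 3 SD, computed separately per campaign, cut at about 18% in these data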;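 note: inhibitors lower polarization as less probe binds the enzyme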
* marks the source's active call; other numbers are inactive results; i = inactive; nt = not tested or not shown. No enrichment for hits. About 2.3% of those tested had a hit in this group.

SMILES | ZTA counter | GLD-1 TGE inh | BCLXL inh | MCL1-BIM inh | MEX-5 binding | Yeast superoxide | Efflux pump inh | EBNA-1 inh | Fam108B counter
Cn1c(-c2ccccc2)c(C(=O)CC#N)c2ccccc21 | 15 | 2 | -2 | 3 | 2.6 | 88 | 0.0 | -1 | 2
COc1ccc(N(C)C(=O)C2CCN(S(=O)(=O)c3cccc4nsnc34)CC2)cc1 | 6 | 5 | -1 | 5 | -0.3 | 77 | 0.0 | -6 | 1
CN1CCN(c2cc(=O)n(C3CCCCC3)c(=O)[nH]2)CC1 | 15 | 3 | -5 | -4 | -0.7 | 115 | -0.1 | 8 | 3
CC(=O)c1cccc(NC(=O)Nc2ccc3c(c2)N(C)C(=O)CS3)c1 | -13 | 5 | 6 | -2 | 2.1 | 107 | 0.0 | 0 | 6
Cc1ccc(SCc2cc(=O)n3[nH]cnc3n2)cc1 | -19 | 0 | 2 | 3 | -0.5 | 89 | 0.1 | -3 | 0
Nc1c(-c2ccccc2)c(CSc2nc3ccccc3[nH]2)nn1-c1ccc(Cl)cc1 | 5 | 2 | 6 | 7 | 1.3 | 101 | 0.7 | -5 | -4
CCOc1ccc(NS(=O)(=O)c2ccc3[nH]c(=O)cc(C(=O)O)c3c2)cc1 | -1 | 8 | 5 | 13 | -0.4 | 85 | -0.1 | 7 | 3
NC(=O)CSc1nc2sc(-c3ccccc3)cc2c(=O)n1N | 10 | 6 | 1 | -1 | -0.1 | 111 | 0.0 | -13 | 6
CCN(CC)c1ccc(NC(=O)CSc2nc3nc(C)cc(C)c3c(=O)[nH]2)cc1 | -1 | 4 | 5 | 9 | 2.2 | 97 | -0.1 | 6 | -1
CCC(=O)Nc1ccc2c(c1)ncn2-c1ccccc1 | -13 | 3 | 1 | -1 | 2.4 | 85 | -0.1 | -1 | 2
CCOc1ccc(-c2nnc(-c3ccncc3)o2)cc1OCC | -3 | 3 | 0 | -3 | 0.7 | 100 | 0.0 | -8 | 4
COc1cc(C(F)(F)F)c(C(=O)N(C)Cc2cc(Cl)cc(Cl)c2)cn1 | -4 | 1 | 5 | -1 | 2.5 | i | -0.1 | 10 | 3
O=C(NCCN1CCCC1=O)C1CCC(=O)N(CCc2ccc(Cl)cc2)C1 (centres undefined) | -13 | -7 | 1 | 9 | 0.3 | 80 | 0.0 | -7 | -7
c1ccc2cc(CCCc3cc4ccccc4cn3)ncc2c1 | 1 | 4 | 3 | 7 | nt | 111 | 0.2 | nt | nt
COc1cccc(-c2csc(NNC(=O)c3cccs3)n2)c1 | -18 | -5 | -1 | -3 | -0.1 | 96 | -0.2 | -3 | 4
CC(C)C[C@H]1CN=C(Nc2ccccc2)N1CCCC1CCCCC1 | 0 | 0 | 1 | 0 | 2.7 | 103 | 0.0 | 1 | 2
O=C(C1COc2ccccc2O1)N1CCN(c2ccccc2O)CC1 (centres undefined) | 14 | 1 | 1 | 2 | nt | 90 | -0.2 | nt | nt
CCCCCCNC(=O)c1c(O)c2cccc3c2n(c1=O)CCC3 | 1 | 3 | 2 | -2 | 1.5 | 102 | 0.0 | 6 | -3
COc1cccc(OCc2cc(C(=O)N(C)C3CCOCC3)no2)c1 | -15 | 6 | 1 | -5 | 1.1 | 119 | -2.4 | 4 | -4
CCCCn1[nH]c(-c2ccccc2)cc1=O | 23 | 0 | -1 | -1 | -0.3 | 86 | -0.1 | -5 | 2
COC(=O)CN1C(=O)COc2ccc(S(=O)(=O)N3CCCC3)cc21 | -23 | -11 | -1 | 0 | 1.4 | 85 | 0.4 | -21 | -2
COC(=O)c1c(C)[nH]c(C(=O)C(C)OC(=O)c2c(C)noc2C)c1C (centres undefined) | 3 | 2 | 0 | 0 | nt | 147 | 0.2 | nt | nt
Cc1ccc(C(=O)N2CC(=O)Nc3ccc(F)cc3C2c2ccccc2)cc1[N+](=O)[O-] (centres undefined) | -8 | 4 | 0 | -4 | -0.1 | 101 | 0.4 | -2 | 2
O=C(CSc1nnc(Cc2cc(=O)[nH]c(=O)[nH]2)n1-c1ccc(F)cc1)N1CCCCC1 | -10 | 24 | 7 | 2 | -1.3 | 98 | 0.3 | -14 | 2
COc1ccc(CC(=O)Nc2cc3oc4ccccc4c3cc2OC)cc1 | 3 | -1 | 6 | 2 | -1.2 | 89 | 0.1 | 2 | -3
COc1ccc(NC(=S)NNC(=O)c2ccc(S(=O)(=O)N3CCOCC3)cc2)cc1 | -5 | -3 | 1 | 2 | -0.9 | 98 | 0.1 | -15 | -1
O=C1/C(=C/c2ccccn2)SC(=S)N1c1cccc(O)c1 | 17 | 0 | 9 | -4 | -1.9 | 108 | -0.2 | 0 | 1
Cc1nc(N2CCOCC2)c2c(C)c(C(=O)Nc3ccccc3Cl)sc2n1 | -6 | 8 | 7 | 5 | -0.6 | 121 | 0.1 | -17 | 0
CCCOC(=O)C1[C@H]2C(=O)N(CCCOC)C[C@]23C=C[C@H]1O3 (some centres undefined) | -5 | 2 | 1 | 3 | -0.9 | 84 | -0.1 | 7 | -2
Cc1nc2ccccc2c(=O)n1/N=C/c1cn(-c2ccccc2)nc1-c1cccs1 | 8 | 0 | 2 | 2 | -1.3 | 102 | 0.2 | -5 | -20
O=C(NCc1ccco1)C1CN(S(=O)(=O)c2ccccc2)CCN1S(=O)(=O)c1ccccc1 (centres undefined) | 12 | 2 | 8 | 4 | 3.3 | 93 | 0.0 | 16 | -1
COc1ccc(CCN2CC(C#N)=C3c4cc(OC)c(OC)cc4CCN3C2)cc1OC | 10 | 2 | 6 | 1 | 3.4 | 85 | 0.0 | 3 | 0
CCn1nc(C)c(NC(=O)/C=C/c2cnn(C)c2)c1C | -7 | 0 | 7 | 7 | 3.8 | 101 | -0.2 | -2 | 5
C=C(C)CN(CC)c1nc(N)c2c(N)nc3c(c2c1C#N)CC(=O)N3C12CC3CC(CC(C3)C1)C2 | -15 | 21 | 14 | 40 | -0.5 | 92 | 0.0 | -1 | 2
Cc1nn(C)cc1C(C(=O)NC1CCCCC1)N(C(=O)Cn1nnc2ccccc21)c1ccc(F)cc1 (centres undefined) | 0 | 10 | 4 | 4 | 1.7 | 118 | 0.0 | 8 | 0
Fc1ccc(NC(=S)NCCc2ccc(Cl)cc2)cc1 | 0 | -6 | 4 | 11 | 1.6 | 130 | 1.0 | -9 | 0
O=c1c2sc(-c3ccccc3)cc2nc2n1CCCCC2 | 4 | 2 | 4 | 7 | -1.2 | 101 | -0.1 | -4 | 1
CCOc1ccc(-n2c(=O)c3sccc3n(Cc3ccc(C)cc3)c2=O)cc1 | -5 | -3 | 1 | 0 | 2.0 | 92 | 0.0 | 6 | 1
COc1cc(C(=O)Nc2ccc(Cl)c(C(F)(F)F)c2)cc(OC)c1OC | 10 | 0 | 1 | -5 | -2.0 | 105 | 0.0 | 4 | -5
CC(C)Oc1ccccc1-c1nc(SCC(=O)O)n[nH]1 | -19 | 1 | 5 | 4 | 1.4 | 90 | -0.1 | -3 | -3
Cn1ncc(Cl)c1C(=O)Nc1ccc2c(c1)CCC2 | -8 | 1 | -1 | -6 | -2.6 | 93 | -0.2 | 5 | 2
Cc1cc(C)n2nc(SCC(=O)NC(=O)c3ccccc3Cl)nc2n1 | 0 | 1 | 7 | 4 | nt | 105 | -0.3 | nt | nt
CN1CCN(CCC2Oc3cc([N+](=O)[O-])ccc3NC2=O)CC1 (centres undefined) | -7 | 0 | 8 | -2 | -1.6 | 95 | -0.1 | 0 | 5
Cc1cccc2cc(C#N)c(SCC(=O)N3CCC(C)CC3)nc12 | 11 | 0 | 7 | 14 | -2.7 | 113 | -0.1 | 1 | 3
Cc1ccc(S(=O)(=O)CCC(=O)OCC(=O)NC(N)=O)cc1 | -17 | 9 | 0 | 2 | -0.3 | 98 | -0.1 | -6 | -1
CC(C)(C)OC(=O)N1CCC(CNC(=O)c2ccc(F)cc2)CC1 | -7 | 7 | 4 | 8 | -0.1 | 90 | 0.1 | 1 | 1
Nc1nonc1-n1nnc(C(=O)N/N=C/c2ccc(OCc3ccccc3)cc2)c1CN1CCCCC1 | 18 | 3 | -12 | -37 | -1.6 | 108 | 0.1 | 5 | -33
C1=CN2CCC1C(c1ccccc1)C2 (centres undefined) | -4 | -2 | 0 | -1 | 0.7 | 108 | -0.1 | 6 | 2
CCOc1ccccc1NC(=O)CN1C(=O)C(=O)N(Cc2ccco2)C1=O | -9 | -2 | 3 | -2 | 1.6 | 110 | 0.0 | -2 | -4
CCN(CC)C(=O)CCC(=O)Nc1ccc(C(=O)OC)cc1 | -9 | -4 | 9 | 3 | 0.3 | 105 | -0.1 | 4 | 5
COC(=O)c1nc(-n2nc(C)cc2C)ccc1Cl | -5 | 3 | 3 | 10 | -1.5 | 95 | 0.0 | 7 | 0
CCOC(=O)C1(Cc2cccc(F)c2)CCN(C(=O)Cc2cccnc2)CC1 | -10 | 3 | 3 | -1 | 1.3 | 93 | 0.1 | -6 | 2
O=C(NC(=S)Nc1cc(Cl)ccc1N1CCOCC1)c1ccc(-c2cccc(Cl)c2)o1 | 0 | 4 | 0 | -4 | 1.0 | 102 | 0.0 | -2 | -4
